Bioassay records deposited in PubChem by several laboratories.
PolyA inhibitor = polyadenylation inhibitors in yeast reporter cells, primary screen, luminescence, S. cerevisiae. S. cerevisiae SKY197-pL101 polyadenylation reporter, beta-gal luminescence; efflux-impaired pdr1/pdr3 knockout yeast; score 100 = 6 SD above DMSO. calls only at 12 µM. 300,000 compounds, 0.02% hits. AID 1875, 2009;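 active = lowest replicate activity score at least 50, where 100 means six control SD above control mean; inconclusive = lowest score under 50 but half or more replicates reach 50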;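 also: yeast exposed to compound for 9 h at 30 °C; higher score means more reporter readthrough which indicates perturbed polyadenylation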
GSK3beta inhib = human GSK3beta kinase inhibitors, primary screen, biochemical, cell-free homogeneous, HTS. Glycogen synthase kinase-3 beta (Homo sapiens), P49841. GST-GSK3beta kinase, ADP-Glo luminescence, 60 min; active compounds read low. activity score (negative = inhibition), % at 10 µM. 300,000 compounds, 0.038% hits. AID 2097, 2009;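 active = more than half of replicate wells score below -50%, meaning over 50% inhibition versus plate controls; inconclusive = some replicates but at most half score below -50%; inactive = no replicate scores below -50%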;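 also: 0% = median DMSO wells and -100% = median GW8510 positive control wells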
Target sequence (P49841 whole entry, looked up): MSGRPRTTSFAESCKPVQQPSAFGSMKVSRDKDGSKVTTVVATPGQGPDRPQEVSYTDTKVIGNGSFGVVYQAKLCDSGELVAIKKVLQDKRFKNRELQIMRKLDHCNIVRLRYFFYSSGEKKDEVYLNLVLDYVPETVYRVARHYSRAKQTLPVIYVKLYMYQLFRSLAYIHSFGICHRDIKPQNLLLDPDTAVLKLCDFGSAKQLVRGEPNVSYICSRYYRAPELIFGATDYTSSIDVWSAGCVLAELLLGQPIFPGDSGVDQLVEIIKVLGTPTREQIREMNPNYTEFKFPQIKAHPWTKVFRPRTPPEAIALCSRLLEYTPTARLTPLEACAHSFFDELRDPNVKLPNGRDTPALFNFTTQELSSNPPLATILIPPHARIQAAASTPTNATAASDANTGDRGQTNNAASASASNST
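Assay system: GST-fused GSK3beta enzyme, cell-free / Medium: Tris pH 7.5 buffer with MgCl2, DTT, BSA, heparin / Also added: peptide substrate plus 25 µM ATP (final) / Compound: 10 µM single point / Timing: kinase reaction with compound 60 min at room temperature / Detection: ADP-Glo luminescence / Benchmarks: DMSO neutral wells and GW8510 at 20 µM as positive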
RGS4 act = RGS4 potentiators or activators, primary screen, cell-based, HEK293 M3R inducible RGS4, calcium flux | 310,000 compounds, 0.92% hits | carbachol calcium flux Fluo4; active compounds read low | B-score at 10 µM;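 active = B-score of the integrated calcium signal more than 4 SD below the library mean, with starting fluorescence not abnormally high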;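 also: negative B-score means reduced calcium response which marks RGS4 activation or potentiation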
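System – HEK293 FlpIn-TREx cells, stable M3R, doxycycline-inducible RGS4 · Reagent – ECmax carbachol challenge · Times – compound preincubation 20 min at room temperature before agonist · Technique – Fluo4 fluorescence kinetic imaging of calcium · Measure – B score of integrated Fluo4 ratio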
hERG protect = hERG rescue from dofetilide block, primary screen, cell-based, CHO-hERG, FluxOR thallium flux, dofetilide IC70; Voltage-gated inwardly rectifying potassium channel KCNH2 (Homo sapiens), Q12809; dofetilide IC70 present; activation (rescue from dofetilide block), less the hit threshold, % at 10 µM; 310,000 compounds, 0.51% hits;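 active = activation above the mean of controls blocked by dofetilide plus 5 SD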;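 also: thallium influx through hERG after potassium depolarization seen as dye fluorescence rise; in these data hits start at about 4.7%; inactives centre near -7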
KCNK9 block = KCNK9 potassium channel inhibitors, primary screen, HEK293 cells, thallium flux | Potassium channel subfamily K member 9 (Homo sapiens), Q9NPC2 | FluxOR thallium flux fluorescence; active compounds read low | B-score at 10 µM | 310,000 compounds, 1.2% hits | AID 488922, 2010;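 active = ratio B-score over 3 SD below the library mean, with starting fluorescence within 5 SD of its mean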;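 also: negative B-score means less thallium flux so channel inhibition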
KCNK3 block = human KCNK3 channel inhibitors, primary screen, CHO cells, FluxOR thallium flux, B-score | Potassium channel subfamily K member 3 (Homo sapiens), O14649 | FluxOR fluorescence; active compounds read low | B-score at 10 µM | 340,000 compounds, 0.84% hits;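 active = B-score under library mean minus 4 SD, starting fluorescence ratio at most library mean plus 5 SD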;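 also: more negative B-score means stronger inhibition of thallium flux through KCNK3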
KCNQ1 block = inhibitors of human KCNQ1 channel, primary screen, cell-based, thallium flux, high-throughput | AID 2642, 2010 | 310,000 compounds, 1.3% hits | CHO-K1 KCNQ1, FluxOR thallium flux fluorescence; active compounds read high | B-score at 10 µM;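 active = compounds whose thallium flux B-score, printed positive for inhibition, exceeds three library SD while starting fluorescence stays within three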;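 also: channel opened by potassium depolarization with thallium stimulus after 20 min compound exposure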
Target sequence (P51787 whole entry, looked up): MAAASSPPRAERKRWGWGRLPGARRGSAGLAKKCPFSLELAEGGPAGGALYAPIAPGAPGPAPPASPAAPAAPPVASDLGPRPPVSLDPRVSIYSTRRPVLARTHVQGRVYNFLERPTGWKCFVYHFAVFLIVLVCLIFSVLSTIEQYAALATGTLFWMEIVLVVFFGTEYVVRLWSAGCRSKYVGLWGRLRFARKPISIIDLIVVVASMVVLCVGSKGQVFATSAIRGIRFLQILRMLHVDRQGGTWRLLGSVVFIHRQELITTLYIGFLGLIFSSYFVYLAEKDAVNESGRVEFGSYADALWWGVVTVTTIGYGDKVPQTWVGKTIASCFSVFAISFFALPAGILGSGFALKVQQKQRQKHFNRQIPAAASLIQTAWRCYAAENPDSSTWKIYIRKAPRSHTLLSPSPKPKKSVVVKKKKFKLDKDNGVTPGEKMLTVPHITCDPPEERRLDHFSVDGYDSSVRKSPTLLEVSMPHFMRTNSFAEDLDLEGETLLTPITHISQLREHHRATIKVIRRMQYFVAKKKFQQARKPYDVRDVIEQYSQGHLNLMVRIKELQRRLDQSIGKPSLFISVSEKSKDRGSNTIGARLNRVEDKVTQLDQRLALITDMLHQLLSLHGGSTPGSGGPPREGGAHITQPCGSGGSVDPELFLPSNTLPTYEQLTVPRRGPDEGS
Dyrk1A ADPGlo = rat Dyrk1A kinase inhibitors, primary screen, biochemical, single point, plate reader; Dual specificity tyrosine-phosphorylation-regulated kinase 1A (Rattus norvegicus), Q63470; ADP-Glo luminescence, NFATc1 peptide; inhibition, % at 12.5 µM; 310,000 compounds, 0.43% hits; in the data active = inhibition above about 50%;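 also: plate controls were vehicle with enzyme for no effect and no enzyme for full effect; many of its hits are not listed in these tables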
KCNQ1 pot = potentiators or activators of KCNQ1 channel, primary screen, cell-based, thallium flux, high-throughput; B-score at 10 µM; 310,000 compounds, 0.35% hits; CHO-K1 KCNQ1, thallium flux FluxOR fluorescence; active compounds read high; Potassium voltage-gated channel subfamily KQT member 1 (Homo sapiens), P51787;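 active = fluorescence ratio B-score, a plate-corrected score, at least three library SD, with initial intensity B-score within 5 SD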
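assay system = CHO-K1 cells stably expressing KCNQ1 | medium = assay buffer, equal DMSO in all wells | timing = 37 °C overnight plating, 90-min dark dye load, 20-min compound pretreatment | measured by = kinetic FluxOR thallium fluorescence, 10-s 1-Hz baseline, 110-s post-stimulus read | measure = fluorescence change relative to baseline, converted to B score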
HDAC3 inh = HDAC3 deacetylase inhibitors, primary screen, biochemical, fluorescence, cell-free homogeneous. recombinant HDAC3, fluorogenic peptide/trypsin coupled. inhibition, % at 8.3 µM. 320,000 compounds, 0.15% hits. AID 2718, 2010; in the data active = inhibition above about 26%, passing the limit was not always enough; inconclusive = no clear call, values can overlap the other calls
GSK3 alpha inh = blockers of GSK3A enzyme activity – biochemical, luminescence, cell-free homogeneous, HTS, primary screen; Glycogen synthase kinase-3 alpha (Homo sapiens), P49840; GSK-3 alpha kinase, ADP-Glo luminescence, 60 min; inhibition, % at 10 µM; 320,000 compounds, 0.1% hits; AID 2650, 2010;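 in the data active = inhibition above about 50%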;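 also: GST-tagged GSK-3 alpha with peptide substrate and 25 µM ATP; 0% = DMSO neutral wells and 100% = GW8510 positive control wells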
* = called active by the depositor; i = inactive; ? = inconclusive; . = not tested or not shown. A portion of the library (hit frequency here may not be typical).

Every second line gives: PolyA inhibitor	GSK3beta inhib	RGS4 act	hERG protect	KCNK9 block	KCNK3 block	KCNQ1 block	Dyrk1A ADPGlo	KCNQ1 pot	HDAC3 inh	GSK3 alpha inh
- CCN(Cc1ccccc1)S(=O)(=O)c1c(N)n(C)c(=O)n(C)c1=O
    i	-2	i	-7	i	i	i	-5	i	-1	-3
- CCN(Cc1ccccc1)C(=O)c1nn(-c2ccc(OC)cc2)c(=O)c2c1c1ccccc1n2C
    i	-5	i	-4	i	i	i	1	i	3	-2
- CN(C)c1cc(Nc2cccc(O)c2)c([N+](=O)[O-])c2nonc12
    i	-1	i	-5	i	i	i	-1	i	0	-2
- CC(=O)Nc1ccc(S(=O)(=O)NCCC(=O)OCC(=O)NNC(=O)c2ccccc2)cc1
    i	2	i	-13	i	i	i	4	i	.	0
- Cc1ccc2c(NC(=O)c3ccc(Br)o3)cccc2n1
    i	1	i	-6	i	i	i	10	i	-2	1
- COc1ccc2oc(C(=O)OCC(=O)NC(=O)c3ccccc3)c(C)c2c1
    i	3	i	-7	i	i	i	9	i	2	-1
- O=C(NC1CCc2ccccc21)c1cc(COc2c(F)cccc2F)on1 (centres undefined)
    i	1	i	-12	i	i	i	-10	i	-9	-2
- CC12CCC(=O)N1C(C(=O)NCCc1ccccc1)CS2 (centres undefined)
    i	2	i	-8	i	i	i	-10	i	3	.
- CC(C(=O)N1CCOCC1)(c1ccccc1)c1ccccc1
    i	2	i	-12	i	i	i	-4	i	-2	0
- CC(C)CN(C(=O)COC(=O)c1ccccn1)c1c(N)n(Cc2ccccc2)c(=O)[nH]c1=O
    i	-6	i	-6	i	i	i	-3	i	4	-2
- CCCc1ccc2oc(C(=O)N3CCC(C(N)=O)(N4CCCCC4)CC3)c(C)c2c1
    i	-1	i	-10	i	i	i	-3	i	?	-1
- O=C(NCc1ccco1)c1cc2cc(Br)ccc2o1
    i	0	i	-4	i	i	i	24	i	-3	0
- Cc1cccc(-n2ncc3c2CCCC3NC(=O)c2ccc[n+]([O-])c2)c1C (centres undefined)
    i	-3	i	-12	i	i	i	.	i	-5	3
- COc1ccc2nc(NC(=O)C3CCCO3)sc2c1 (centres undefined)
    i	-8	i	-14	i	i	i	.	i	11	9
- CCCCOC(=O)Nc1nnc(-c2ccccc2OC)s1
    i	0	i	-7	i	i	i	7	i	1	-1
- Cc1ccc(Cl)cc1NC(=O)CCC(=O)O
    i	-1	i	-1	i	i	i	2	i	10	-1
- CCC(CC)c1nc(C#N)c(NC(C)c2ccccc2)o1 (centres undefined)
    i	0	i	-14	i	i	i	-5	i	6	2
- O=C(CN1CCC(C(O)(c2ccccc2)c2ccccc2)CC1)Nc1ccccc1
    i	-2	i	-11	i	i	i	.	i	1	-4
- Cc1cccc(C)c1-n1c(C)nn(CCOc2ccccc2)c1=O
    i	-3	i	-9	i	i	i	.	i	-10	-1
- O=C(N/N=C/c1ccc(OC(=O)c2ccccc2)cc1)c1ccc(CN2CCOCC2)cc1
    i	-2	i	-12	i	i	i	-6	i	-1	-2
- O=C(CN1C(=O)COc2ccccc21)NCCN1CCCC1
    i	4	i	-6	i	i	i	-1	i	3	4
- c1ccc(Cc2nnc3sc(-c4ccco4)nn23)cc1
    i	1	i	-7	i	i	i	-1	i	-1	1
- COc1ccc(C2CC(c3ccc(Br)cc3)=NN2C(=O)CN2CCCC2)cc1 (centres undefined)
    i	1	i	-20	i	i	i	2	i	-3	-4
- O=C(NCc1ccccc1Cl)NCc1ccccc1Cl
    i	0	i	-6	i	i	i	2	i	2	-1
- COc1ccc(N2C(=O)N3[C@H](c4ccc(Cl)cc4)[C@@H]4C(=O)N(C5CCCCC5)C(=O)[C@@H]4[C@]3(Cc3ccc(Cl)cc3)C2=O)cc1
    i	-7	i	-9	i	i	i	0	i	3	1
- O=C(CNC(=O)C(c1ccccc1)c1ccccc1)N/N=C/c1ccc(O)c([N+](=O)[O-])c1
    i	3	i	-4	i	i	i	17	i	10	0
- CCOC(=O)NC(=O)/C(C=Nc1ccc(Cl)c(Cl)c1Cl)=C(\C)O
    i	-1	i	-12	i	i	i	-1	i	0	.
- CCn1c2ccccc2c2cc(/C=N/n3c(C)nnc3C)ccc21
    i	-1	i	-4	i	i	i	6	i	-27	-1
- CCOc1ccc(OCC)c(NC(=O)C2CCCN(S(=O)(=O)c3ccc(C)cc3)C2)c1 (centres undefined)
    i	0	i	-6	i	i	i	3	i	-1	0
- CCOc1cc(S(=O)(=O)NCc2cccnc2)c(C)cc1C
    .	2	i	-4	i	i	i	1	i	-5	0
- COc1ccc(/C=N/N2CCN(c3ccccc3OC)CC2)cc1Br
    i	3	i	-8	i	i	i	-6	i	14	-1
- O=C(NC1CCCCC1)C(c1ccccn1)N(C(=O)c1csnn1)C1CCCCC1 (centres undefined)
    i	-2	i	-9	i	i	i	0	i	3	9
- Cc1ccc(-n2c3c(c(=O)[nH]c2=O)C(C(F)(F)F)(C(F)(F)F)NC(=O)N3)cc1
    i	1	i	-12	i	i	i	-6	i	-1	-1
- Cc1nc(-c2ccccc2)cn(O)c1=O
    i	6	i	1	i	i	i	3	i	.	.
- CC(C)(C)OC(=O)N1CCC[C@H]1C(=O)N/N=C/c1cccc2cccnc12
    i	3	i	-1	i	i	i	-5	i	5	4
- c1ccc(-c2nnc(-c3ccccn3)c(-c3ccccn3)n2)nc1
    i	5	i	-6	i	i	i	.	i	10	-1
- O=C(COC(=O)c1cncc(Br)c1)Nc1ccc2c(c1)OCO2
    i	2	i	-11	i	i	i	0	i	-1	-1
- CC(=O)Nc1ccc(NC(=O)C(C)OC(=O)c2cccc(S(=O)(=O)N3CCCCCC3)c2)cc1 (centres undefined)
    i	3	i	-11	i	i	i	.	i	3	-1
- O=[N+]([O-])c1ccccc1N/N=C\c1ccccc1Cl
    i	-2	i	1	i	i	i	-1	i	1	0
- CSc1nnc(-c2cccc(NC(=O)c3ccccc3)c2)n1C
    i	3	i	-10	i	i	i	.	i	-6	-3
- O=C(NC(NC(=S)N1CCOCC1)C(Cl)(Cl)Cl)c1ccc(Cl)cc1 (centres undefined)
    i	-4	i	-14	i	i	i	2	i	3	-3
- CC(NC(=S)NCCCN1CCOCC1)C12CC3CC(CC(C3)C1)C2 (centres undefined)
    .	2	i	-5	i	i	i	0	i	2	-1
- CCn1ccnc1CN(C)Cc1nc(-c2ccc3c(c2)OCO3)no1
    i	5	i	-1	i	i	i	1	i	2	1
- CC(C)NC(=O)c1onc(CSc2ccccc2)c1C(=O)O
    i	4	i	-15	i	i	i	-1	i	2	-1
- NC(=O)C1CCN(C(=O)/C=C/c2cc(Br)ccc2F)CC1
    i	1	i	-11	i	i	i	.	i	-5	2
- COc1ccc2c(C)cc(SCC(=O)Nc3ncc(Cl)cc3Cl)nc2c1
    i	1	i	-10	i	i	i	-2	i	-12	-3
- O=C(Nc1cccn(Cc2c(Cl)cccc2Cl)c1=O)c1ccc(Cl)cc1
    i	-2	i	-13	i	i	i	0	i	1	-3
- CCOC(=O)c1ccc(N=NN(C)C)cc1
    i	3	i	-9	i	i	i	9	i	-3	-4
- CCCn1c(SCC(=O)NC2CCCCC2)nnc1-c1cccnc1
    i	1	i	-1	i	i	i	-6	i	-5	-1
- COc1ccc(OC)c(/C=N/NC(=O)c2cc[n+](CC(=O)c3ccccc3)cc2)c1
    i	0	i	-8	i	i	i	.	i	1	0
- COc1ccc(-n2cc(CNCCc3ncc(C)[nH]3)c(-c3ccccc3Cl)n2)cc1
    i	-3	i	-16	i	i	i	-4	i	4	-1
- CCOC(=O)c1c(NC(=O)COC(=O)c2cc(OC)c(OC)cc2[N+](=O)[O-])sc(C)c1CC
    i	-5	i	-9	i	i	i	4	i	0	-4
- Cc1ccc(N/C(N)=N/c2nc(CSc3nnc(N)s3)cc(=O)[nH]2)cc1
    i	-3	i	-4	i	i	i	-5	i	3	3
- C=CCOC(=O)C1=C(C)NC(=S)NC1c1cccs1 (centres undefined)
    i	0	i	-6	i	i	i	-1	i	-7	.
- O=c1c2ccccc2nc2n1C(CSc1ccc(F)cc1)CN2 (centres undefined)
    i	0	i	-9	i	i	i	2	i	-1	0
- CC(C)N(C(=O)Cn1cnc2cc([N+](=O)[O-])ccc2c1=O)C(C)C
    i	0	i	-2	i	.	i	.	i	6	0
- N#Cc1c(N)n(-c2ccccc2N)c2nc3ccccc3nc12
    i	0	i	-4	i	i	i	3	i	.	8
- CN(C(=O)COC(=O)C1CCN(S(=O)(=O)c2c(Cl)cccc2Cl)CC1)c1ccccc1
    i	-1	i	-8	i	i	i	-1	i	3	-3
- CCN(CC(=O)Nc1c(F)cccc1F)C(=O)C1=COCCO1
    i	-1	i	-11	i	i	i	-6	i	-11	-4
- Nc1ccccc1C#Cc1cnccn1
    i	3	i	-3	i	i	i	6	i	0	-1
- COc1ccc(-c2ccc(S(=O)(=O)N3CCOCC3)cc2)cc1
    i	5	i	-8	i	i	i	-6	i	-8	1
- O=C(OCc1nnc(-c2ccc(Cl)cc2)o1)c1ccc(O)cc1
    i	3	i	-8	i	i	i	-3	i	14	0
- COc1ccc(Cl)cc1NC(=O)NCC1CCN(Cc2cc(C)ccc2C)CC1
    i	-2	i	-15	i	i	i	12	i	3	1
